SMN2 splice up: increases expression of the SMN2 splice variant; Potency, µM (series often up to 46.1 µM), inactives show at the top dose activity change, positive = activation, actives largely listed as activators; actives 2.8% (n = 210,000); HEK293 SMN2-luciferase splicing reporter, luminescence, 30-36 h; AID 1458; note: % of control where 0% means no effect; nearly all actives have a fitted effect of over 55% in size
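HEK293 cells carry an SMN2 […]–luciferase reporter in which exon 7 inclusion puts luciferase in frame. Cells were plated 10-12 h before compound addition, then incubated 30-36 h at 37C. ONE-Glo luminescence was read; sodium butyrate at 4.5 mM final served as control.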
GAA glycogen: GAA glycogen-cleavage inhibition or activation | P10253 | recombinant GAA, glycogen substrate, Amplex Red glucose oxidase fluorescence | Potency, µM (top dose mostly 76.4 µM), for the others: at the highest dose activity change, negative = inhibition, actives largely listed as inhibitors | actives 0.38% (n = 300,000) | AID 2100;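 note: 0% = full enzyme reaction and -100% = no-enzyme basal signal; the screen sought inhibitors and activators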
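Recombinant enzyme (4 nM final) with compounds titrated up to 77 uM and bovine liver glycogen (30 ug) in citrate pH 5.0, 0.01% Tween-20, 37 C 40 min. Released glucose detected by Amplex Red/glucose oxidase (Ex 573/Em 610); AC50 from Hill fits.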
An asterisk follows results filed as active; u = inconclusive; & = joins results of further samples; [ ] = remark or other dose. Calls come from the whole dose curve; as a rule, active = well fitted curve in the direction sought with a large enough effect; inconclusive = small, poorly fitted or top-dose-only effect, or another doubt; inactive = no such curve, though single readings can be large; an effect the other way counts as inactive or inconclusive. Potency is the fitted concentration of half-maximal effect. Not all compounds are listed; the hit share may differ from the screen's.

SMILES	SMN2 splice up	GAA glycogen
Cc1cc(C)c(NC(=O)Cn2c(=O)n(CCc3ccccc3)c(=O)c3ccccc32)c(C)c1	5%	17%[76.3 µM]
Cc1cc(C)c2oc(-c3cccc(NC(=O)c4ccco4)c3)nc2c1	5%	-11%[76.3 µM]
COC(=O)c1ccc(NC(=O)CSc2nnc3c4ccccc4n(C(C)C)c3n2)cc1	-5%	-15%[76.3 µM]
COC(=O)c1cc2oc3ccccc3c2n1CC(=O)Nc1cccc(SC)c1	-8%	13%[76.3 µM]
COc1cc2ccccc2cc1C(=O)Nc1ccc2oc(-c3cc(Br)ccc3Cl)nc2c1	27%	7%[76.3 µM]
CCOC(=O)c1c(NC(=O)CSc2cn(CCNC(=O)c3cccc(C(F)(F)F)c3)c3ccccc23)sc2c1CCC2	12%	1%[76.3 µM]
CCOC(=O)c1noc2ncn(CC(=O)O)c(=O)c12	-27%	14%[76.3 µM]
Cc1ccc(Cn2cc(C(=O)c3ccc(F)cc3)c(=O)c3cc4c(cc32)OCO4)cc1	0%	-10%[76.3 µM]
CC1CCC(NC(=O)c2ccc3c(c2)N(Cc2ccccc2)C(=O)c2ccccc2S3(=O)=O)CC1 (configuration not stated)	2%	-8%[76.3 µM]
COc1ccc(Br)c2c1-c1nc(NC(=O)c3ccccc3F)sc1C2	3%	-3%[76.3 µM]
COc1ccc(C)cc1N(CC(=O)N1CCC(C)CC1)S(=O)(=O)c1ccc(C)cc1	-6%	-4%[76.3 µM]
N#Cc1nc(/C=C/c2ccc(F)cc2)oc1NC1CCCCC1	-17%	-17%[76.3 µM]
COc1ccc(C2CC(=O)c3cc(-c4nc(-c5cccc([N+](=O)[O-])c5)cs4)c(=O)n(-c4ccc(OC)cc4)c3C2)cc1 (configuration not stated)	-11%	9%[76.3 µM]
O=C(c1ccc2c(Cl)c3c(nc2c1)CCCC3)N1CCN(c2ccccc2F)CC1	5%	-5%[76.3 µM]
COc1ccc(Cl)cc1NC(=O)CSc1nc(-c2cccs2)cc(C(F)(F)F)n1	0%	12%[76.3 µM]
COc1cccc2c1cc1c(=O)n(CC(=O)N3CCN(c4cccc(C(F)(F)F)c4)CC3)nc(C)n12	0%	-5%[76.3 µM]
CCCn1c(=N)n(CC(O)COc2ccccc2OC)c2ccccc21 (configuration not stated)	-16%	1%[76.3 µM]
COCCNC(=O)CCn1c(=O)c2cc(OC)c(OC)cc2n(CC(=O)Nc2ccccc2OC)c1=O	-12%	-5%[76.3 µM]
Cc1cc(C)c(NC(=O)CSc2nc3ccccc3nc2N2CCCCC2)c(C)c1	-3%	2%[76.3 µM]
CCc1ccc2oc(-c3cccc(NC(=O)C(C)(C)Oc4ccc(Br)cc4)c3)nc2c1	5µM*	1%[76.3 µM]
Cc1cc(Nc2cccc(C(F)(F)F)c2)nc2ccc(NC(=O)c3ccc(N(C)C)cc3)cc12	3%	5%[76.3 µM]
CCCCn1c(=O)n(-c2cc(OC)ccc2OC)c(=O)c2c3c(sc21)CN(C(C)=O)CC3	28%	15%[76.3 µM]
COc1ccc2c(c1)Cc1sc(NC(=O)c3cccc(F)c3)nc1-2	2%	5%[76.3 µM]
CCN(CC)c1ccc(NC(=O)CSc2nnc(C)c(=O)[nH]2)cc1	10%	25µM*
COc1ccccc1NC(=O)CSc1nnc2c3ccccc3n(C(C)C)c2n1	u	22%[76.3 µM]
New compounds follow
SMILES	SMN2 splice up	GAA glycogen
Cc1ccc(NC(=O)c2ncn(-c3ccccc3)n2)c(Cl)c1	20%	4%[76.3 µM]
CCOC(=O)N1CCc2c(sc3c2c(=O)n(-c2ccccc2)c(=O)n3CC(=O)Nc2ccc(OC)cc2OC)C1	-4%	11%[76.3 µM]
CC1CCc2c(sc3nnn(CC(=O)Nc4cccc(C(F)(F)F)c4)c(=O)c23)C1 (configuration not stated)	6%	-1%[76.3 µM]
COc1ccccc1C(=O)c1c(N)c(-c2nc(-c3ccccc3)cs2)c2ccccn12	2%	-7%[76.3 µM]
Cc1nc(SCC(=O)N2CCN(c3ccccc3)CC2)[nH]c(=O)c1C	8%	-11%[76.3 µM]
CCC(=O)N1CCc2cc(Br)cc(S(=O)(=O)NCCc3ccccc3)c21	-5%	13%[76.3 µM]
COC(=O)c1ccc(Cn2c(SCc3ccccc3F)nc3ccncc32)cc1	-4%	-7%[76.3 µM]
CCOc1ccc(C(=O)c2oc3ccccc3c2NC(=O)c2cc(=O)c3ccc(C)cc3o2)cc1	u	0%[76.3 µM]
CCc1ccc(NS(=O)(=O)c2[nH]ncc2C(=O)OC)cc1	-11%	-3%[76.3 µM]
COc1ccc(/C=C(\C#N)c2nc(-c3cc(Cl)ccc3OC)cs2)cc1	-3%	-5%[76.3 µM]
Cc1ccc(Cl)cc1NC(=O)C1CCC(CNS(=O)(=O)c2cccc3nsnc23)CC1 (configuration not stated)	-9%	1%[76.3 µM]
CC(C)c1ccc(Nc2c(-c3ccc(N4CCOCC4)cc3)nc3ncccn23)cc1	7%	-12%[76.3 µM]
CCOc1ccc(N(c2nc(-c3ccc(OC)c(OC)c3)no2)c2nc(-c3ccc(OC)c(OC)c3)no2)cc1	-5%	6%[76.3 µM]
COc1cccc(NC(=O)CCc2nc(-c3cc(OC)c(OC)c(OC)c3)no2)c1	-4%	-14%[76.3 µM]
O=S(=O)(NCC(c1ccccc1)N1CCc2ccccc21)c1ccccc1 (configuration not stated)	-4%	u
CCN(Cc1ccccc1)Cc1c(O)ccc2oc(C)c(C(=O)Nc3ccccc3C)c12	-10%	-26%[76.3 µM]
Cc1ccc(-c2nc3cccc(C)n3c2Nc2ccc3c(c2)OCCO3)cc1	16%	u
CN(C)S(=O)(=O)N(CC(=O)NCCSc1ccc(Cl)cc1)c1ccccc1	-3%	14%[76.3 µM]
CCc1cccc(C)c1NC(=O)C1=C(C)C(=O)OC12CCC(C)CC2 (configuration not stated)	27%	11%[76.3 µM]
COc1ccc(S(=O)(=O)N(CC(=O)Nc2ccc3c(c2)OCO3)c2ccc(C)cc2)cc1	-5%	5%[76.3 µM]
COc1cccc(OC)c1C(=O)Nc1nnc(C)s1	-8%	16%[76.3 µM]
CCCCN(Cc1ccccc1)C(=O)c1oc(=O)c2ccccc2c1-c1ccc(C)cc1	-6%	-14%[76.3 µM]
COc1ccc(NC(=O)CC2C(=O)N(c3ccccc3)C(=O)N2C2CCCCC2)cc1 (configuration not stated)	-3%	-60%[76.3 µM]
Cc1ccc(Cn2c(C)c(CNC(C)c3ccccc3)c(C(=O)O)c2C)cc1 (configuration not stated)	2%	-8%[76.3 µM]
COc1ccc(-c2cc(C(=O)Nc3cnn(Cc4ccc(F)cc4)c3)no2)cc1OC	1%	10%[76.3 µM]
(cont.)
SMILES	SMN2 splice up	GAA glycogen
CCc1ccccc1NC(=O)Cn1c(=O)n(Cc2ccc3c(c2)OCO3)c(=O)c2ccc(C(=O)NC3CCCCC3)cc21	1%	-3%[76.3 µM]
Cc1nnc(NCc2ccccc2)c2c1nnn2Cc1ccc(F)cc1	-4%	-8%[76.3 µM]
Cc1ccc2nc(Cl)c3cc(C(=O)NC4CCC(C)CC4)sc3c2c1 (configuration not stated)	-5%	0%[76.3 µM]
Cc1ccc2oc(C(=O)N(Cc3ccccc3F)C3CCS(=O)(=O)C3)c(C)c2c1 (configuration not stated)	-14%	-1%[76.3 µM]
COc1ccc(-c2nnc(SCC(=O)Nc3c(C)cccc3C)nc2-c2ccc(OC)cc2)cc1	3%	4%[76.3 µM]
COc1ccc(NC(=O)c2ccc3c(c2)CCN3S(=O)(=O)c2ccccc2)cc1	-17%	-10%[76.3 µM]
Cc1ccccc1CNC(=O)Cc1csc2ccccc12	u	12%[76.3 µM]
CCOC(=O)c1c(NC(=O)COc2ccc(Cl)cc2C)sc2c1CCCCC2	-11%	-6%[76.3 µM]
O=C(C1CCC(CNS(=O)(=O)c2ccc(Br)s2)CC1)N1CCN(c2ccccc2)CC1 (configuration not stated)	-19%	4%[76.3 µM]
Cc1cc(C)c(NC(=O)CN(C)S(=O)(=O)c2ccc3c(c2)c(=O)n(C)c(=O)n3C)c(C)c1	-3%	-2%[76.3 µM]
COc1ccc(CCNC(=O)c2cnc3ccc(C)cn3c2=O)cc1	17%	-2%[76.3 µM]
CCCN1C(C(=O)c2ccccc2)=C(OC(=O)c2ccc(C)cc2)c2ccccc2S1(=O)=O	-20%	8%[76.3 µM]
CCCOC1(C(F)(F)F)NC(=O)N(c2cccc(Cl)c2)C1=O (configuration not stated)	-1%	11%[76.3 µM]
CC(C)CCOc1ccc(C2N=C(N)Nc3nc4ccccc4n32)cc1 (configuration not stated)	2%	-8%[76.3 µM]
CN1CCSc2ccc(C(=O)NCc3ccccc3)cc21	-4%	-10%[76.3 µM]
Cc1c2cnn(CC(=O)Nc3cccc(C(F)(F)F)c3)c(=O)c2c(C)n1Cc1ccccc1Cl	6%	7%[76.3 µM]
CCOC(=O)c1[nH]c2c(c1Cc1ccccc1)C(=O)CC(c1ccc(Cl)cc1)C2 (configuration not stated)	-7%	8%[76.3 µM]
COc1ccc(N(CC(=O)Nc2cccc(C(C)=O)c2)S(=O)(=O)c2ccccc2)c(OC)c1	-8%	-3%[76.3 µM]
COc1ccccc1N(CC(=O)NCCSc1ccccc1)S(=O)(=O)c1ccc(C)cc1	-43%[inhibitor]	-3%[76.3 µM]
Cc1ccc2c(CC(=O)Nc3ccc(S(=O)(=O)N4CCCCC4C)cc3)coc2c1 (configuration not stated)	-3%	-9%[76.3 µM]
CC1=C(c2ccc(C)c(C)c2)S(=O)(=O)N(Cc2ccc(C(=O)NCc3ccc(C)cc3)cc2)C1=O	1%	3%[76.3 µM]
CCCn1c(CCC(=O)Nc2cc(OC)cc(OC)c2)nc2cccnc21	-12%	13%[76.3 µM]
O=C(NCc1ccccc1)c1cc(-c2cccc(Cl)c2)on1	1%	14%[76.3 µM]
CC1CCc2c(sc3nnn(Cc4cccc(C(=O)OC(C)C)c4)c(=O)c23)C1 (configuration not stated)	-7%	-1%[76.3 µM]
Cc1ccc(OCc2cc(=O)n3c4c(sc3n2)CCCC4)cc1C	2%	11%[76.3 µM]
Additional records
SMILES	SMN2 splice up	GAA glycogen
CCOC(=O)c1cnc2cc(Cl)c(OC)cc2c1Nc1ccc(Br)cc1C	3%	u
CN(C)CCCNc1oc(/C=C/c2ccc(F)cc2)nc1C#N	-6%	u
COc1ccc(-c2ccnc3[nH]n(-c4ccccc4)c(=O)c23)cc1	-2%	u
CCN1CCN(c2oc(/C=C/c3ccccc3OC)nc2C#N)CC1	-1%	12%[76.3 µM]
COc1cc(-c2nc(SCC(=O)Nc3ccc4c(c3)OCO4)c(-c3ccccc3)[nH]2)cc(OC)c1OC	u	-8%[76.3 µM]
Cc1ccc(Cl)cc1NC(=O)CSc1nc(C)c(C)c(C)c1C#N	-3%	14%[76.3 µM]
COc1cccc(CN(C(=O)c2oc3ccc(Br)cc3c2C)C2CCS(=O)(=O)C2)c1 (configuration not stated)	-15%	-15%[76.3 µM]
CCOc1ccc(CCNC(=O)Cn2nnc(-c3ccccc3)n2)cc1OCC	-10%	-5%[76.3 µM]
Cc1ccc2c(=O)cc(C(=O)Nc3ccc(S(=O)(=O)Nc4onc(C)c4C)cc3)oc2c1	-2%	-6%&9%[76.3 µM]

Of the compounds above, these contain bromine.
SMILES	SMN2 splice up	GAA glycogen
COc1cc2ccccc2cc1C(=O)Nc1ccc2oc(-c3cc(Br)ccc3Cl)nc2c1	27%	7%[76.3 µM]
COc1ccc(Br)c2c1-c1nc(NC(=O)c3ccccc3F)sc1C2	3%	-3%[76.3 µM]
CCc1ccc2oc(-c3cccc(NC(=O)C(C)(C)Oc4ccc(Br)cc4)c3)nc2c1	5µM*	1%[76.3 µM]
CCC(=O)N1CCc2cc(Br)cc(S(=O)(=O)NCCc3ccccc3)c21	-5%	13%[76.3 µM]
O=C(C1CCC(CNS(=O)(=O)c2ccc(Br)s2)CC1)N1CCN(c2ccccc2)CC1 (configuration not stated)	-19%	4%[76.3 µM]
CCOC(=O)c1cnc2cc(Cl)c(OC)cc2c1Nc1ccc(Br)cc1C	3%	u
COc1cccc(CN(C(=O)c2oc3ccc(Br)cc3c2C)C2CCS(=O)(=O)C2)c1 (configuration not stated)	-15%	-15%[76.3 µM]

Reprinted at random: three records from the list.
SMILES	SMN2 splice up	GAA glycogen
CCOc1ccc(CCNC(=O)Cn2nnc(-c3ccccc3)n2)cc1OCC	-10%	-5%[76.3 µM]
COc1cc(-c2nc(SCC(=O)Nc3ccc4c(c3)OCO4)c(-c3ccccc3)[nH]2)cc(OC)c1OC	u	-8%[76.3 µM]
COc1cccc(CN(C(=O)c2oc3ccc(Br)cc3c2C)C2CCS(=O)(=O)C2)c1 (configuration not stated)	-15%	-15%[76.3 µM]

Compound profiles, as listed above. Order of screens: SMN2 splice up, GAA glycogen
Shown for COc1ccc(S(=O)(=O)N(CC(=O)Nc2ccc3c(c2)OCO3)c2ccc(C)cc2)cc1 : -5%, 5%[76.3 µM]
Shown for CCOC(=O)N1CCc2c(sc3c2c(=O)n(-c2ccccc2)c(=O)n3CC(=O)Nc2ccc(OC)cc2OC)C1 : -4%, 11%[76.3 µM]

High-throughput results (PubChem BioAssay)
